# High-throughput results: PubChem BioAssay, National Center for Advancing Translational Sciences (NCATS)
# HT1080 IDH1KD tx – HT-1080 IDH1 knockdown cell toxicity (counter line); 2% of 360,000 active; Potency, µM (series often up to 46.1 µM), for inactives: at the highest dose activity, negative = toxicity, actives largely listed as cytotoxic; AID 686971; HT-1080 IDH1 knockdown viability, ATP luminescence, 48 h;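 also: potency is read from the fitted curve at half-maximal effect; 0% = DMSO wells and -100% = cell-free medium wells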
#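 Luminescent ATP read-out (CellTiter-Glo, 10 min at room temperature) after 48 h compound exposure at 37 °C gave viability of IDH1-knockdown HT-1080 cells. Activity was normalised to DMSO and cell-free wells, then fitted as concentration-response curves.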
# GLP1R cytotox – cytotoxicity counter-screen for GLP-1 receptor inverse agonists; Potency, µM (doses to about 38.3 µM), inactives show at the top dose activity change, negative = inhibition, hits mostly inhibitors; 0.13% of 410,000 active; HEK293 cAMP-luciferase reporter cells, luminescence, 24 h;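 also: loss of luciferase light is scored as toxicity; potency is read from the fitted curve at half-maximal effect; % is scaled to controls: 0 for no effect and ±100 for the full control effect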
#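 A 23 nL compound transfer followed 12 hours of cell culture at 37 deg C; exposure then lasted 24 hr. Luciferase assay detection reagent was dispensed and plates read for luminescence after a 12 min room-temperature wait.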
# KB-3-1 cytotox – KB-3-1 parental cell cytotoxicity; KB-3-1 viability, CellTiter-Glo ATP luminescence, 72 h; Potency, µM (series often up to 46.1 µM), inactives show top-dose activity change, negative = cytotoxic, most hits filed as cytotoxic; 1.4% of 400,000 active; also: potency is read from the fitted curve at half-maximal effect; % is scaled to controls: 0 for no effect and ±100 for the full control effect; nearly all actives have a fitted effect of over 60% in size
#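 Luminescent ATP read-out (CellTiter-Glo) measures survival of drug-naive KB-3-1 cells after 72 h compound exposure at 37 °C. Titration series was screened from lowest to highest concentration, with DMSO vehicle plates as background controls.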
# HT1080-NT tox – kills 2HG-producing HT-1080-NT fibrosarcoma cells; HT-1080-NT fibrosarcoma viability, CellTiter-Glo ATP luminescence, 48 h; Potency, µM (highest dose often 46.1 µM), for inactives: at the top dose activity, negative = less viability, hits mostly cytotoxic; 1.6% of 360,000 active; AID 686970;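 also: NT is the 2HG producing partner of a matched IDH1 knockdown line; potency is read from the fitted curve at half-maximal effect; 0% = DMSO-treated cells and -100% = media-only wells without cells; nearly all actives have a fitted effect of over 55% in size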
#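 Toxicity toward the 2HG-producing NT line was scored as %Activity, normalised to DMSO and no-cell wells, from CellTiter-Glo luminescence after 48 hours' treatment.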
# MCF10A rereplic – induces DNA re-replication in MCF 10a normal breast cells; AID 624296; 2.9% of 350,000 active; MCF 10A DNA re-replication, Hoechst nuclear intensity, 48 h; Potency, µM (series often up to 46.1 µM), without a hit: top-dose activity, positive = re-replication, hits mostly activators; also: potency is read from the fitted curve at half-maximal effect; % of control where 0% means no effect; nearly all actives have a fitted effect of over 50% in size
# DRD3 agonist – activates the human D3 dopamine receptor | D3R DiscoveRx beta-arrestin cells, luminescence, 90 min | max activation, % | 0.58% of 410,000 active | AID 652048; in the data active = max activation above about 30%; also: 0% is about no effect; mostly tested at two doses, the higher about 12 µM
# Target sequence (P35462 whole entry, looked up): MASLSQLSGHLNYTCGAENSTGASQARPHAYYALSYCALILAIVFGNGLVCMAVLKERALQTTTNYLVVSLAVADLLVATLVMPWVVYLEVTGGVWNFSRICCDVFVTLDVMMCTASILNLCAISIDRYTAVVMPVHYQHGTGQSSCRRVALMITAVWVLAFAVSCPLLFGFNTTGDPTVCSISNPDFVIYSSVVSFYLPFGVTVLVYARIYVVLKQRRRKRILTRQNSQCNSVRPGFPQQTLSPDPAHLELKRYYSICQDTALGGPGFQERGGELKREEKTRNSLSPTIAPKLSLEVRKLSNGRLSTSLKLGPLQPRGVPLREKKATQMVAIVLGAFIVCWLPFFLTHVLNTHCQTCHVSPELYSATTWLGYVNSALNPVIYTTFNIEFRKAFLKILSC
#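 Cells at 1500/well, incubated overnight, then treated with pinned compounds (dopamine as control) for 90 min at 37 degrees C. DiscoveRx reagent added for 30 - 60 minutes at room temperature; luminescence read.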
# KB-V1 cytotox – KB-V1 MDR subline cytotoxicity; KB-V1 MDR cells viability, CellTiter-Glo, 72 h; 3.4% of 400,000 active; AID 1347076; Potency, µM (highest dose often 46.1 µM), for the others: at the highest dose activity change, negative = cytotoxicity, usual class: cytotoxic; also: potency is read from the fitted curve at half-maximal effect; % is scaled to controls: 0 for no effect and ±100 for the full control effect; nearly all actives have a fitted effect of over 60% in size
#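 Luminescent ATP read-out (CellTiter-Glo, 10 min) measures survival of drug-selected KB-V1 MDR cells after 72 h, 37 degrees C compound exposure. Medium: phenol-red-free DMEM, 10% FBS. Values from fitted concentration-response curves.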
# IL1B secr inh – inhibitors of inflammasome signaling (IL-1 beta secretion) | activity change, % at 57.5 µM | THP-1 LPS/ATP IL-1B secretion, AlphaLISA, 16 h; active compounds read low | 4.7% of 360,000 active; in the data active = activity change below about -50%; inconclusive = mostly about -30% to -49%; also: % is scaled to controls: 0 for no effect and ±100 for the full control effect
#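 THP-1 cells pretreated 1 hr with compounds (up to 57.5 uM final), then stimulated with LPS (250 ng/mL final) plus ATP (1.25 mM final); secreted IL-1B measured by AlphaLISA after 16 hr, decreased signal indicating inhibition.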
# SW480 rereplic – inducers of DNA re-replication in SW480 colon cancer cells. 1.8% of 340,000 active. AID 624297. SW480 DNA re-replication, Hoechst DNA content imaging, 48 h. Potency, µM (doses to about 46.1 µM), for inactives: at the top dose re-replication activation, usual class: activators; also: potency is read from the fitted curve at half-maximal effect; % of control where 0% means no effect; nearly all actives have a fitted effect of over 55% in size
#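 Cells (250 per well) received 23 nL compound or DMSO by pin tool and were kept 48 hr at 37 C, 5% CO2. Nuclei were then stained with Hoechst for 40 min and scanned for DNA content.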
# * = called active by the depositor; ? = inconclusive; . = not tested or not shown; [ ] = dose if it differs, or a comment. Unless noted, calls follow the shape of the dose curve; as a rule, active = well fitted curve in the direction sought with a large enough effect; inconclusive = small, poorly fitted or top-dose-only effect, or another doubt; inactive = no such curve, though single readings can be large; an effect the other way counts as inactive or inconclusive.
SMILES,HT1080 IDH1KD tx,GLP1R cytotox,KB-3-1 cytotox,HT1080-NT tox,MCF10A rereplic,DRD3 agonist,KB-V1 cytotox,IL1B secr inh,SW480 rereplic
CCCCn1c(SCC(=O)OCC)nc2c1c(=O)[nH]c(=O)n2C,10.6%,17.3%,3.7%,-10.1%,3.5%,-4.3,-13.4%,8.1,-2.7%
CCNC(=O)NC(=O)C(C)OC(=O)c1oc2ccccc2c1CSC1CCCCC1 (stereo not drawn),2.8%,-2.5%,1.1%,3.4%,9.8%,2.4,13µM*,19.6,-3.2%
NC(=O)C1CCN(C(=O)COCc2cc(-c3ccc4c(c3)OCO4)on2)CC1,-1.1%,0.5%,?,7.5%,-2.7%,4.6,19.5%,-2.8,-17.6%
O=C(CN1CCOCC1)Nc1ccc(Br)cc1,19.4%,13.6%,18.2%,18.8%,-9.7%,-8.6,19.1%,6.0,-11.7%
Cc1cc(C(=O)COc2ccc([N+](=O)[O-])cc2)c(C)n1C1CC1,7.3%,8.7%,-4.5%,10.5%,1.1%,4.1,?,-24.6,1.0%
O=C(O)c1ccc(NS(=O)(=O)c2ccc(NC(=O)c3ccccc3Cl)cc2)cc1,0.0%,-0.7%,-4.7%,-0.9%,3.0%,6.3,-7.1%,0.0,2.3%
CC1CN(c2ccc([N+](=O)[O-])cn2)CC(C)O1 (stereo not drawn),7.8%,-29.8%,15.9%,4.6%,1.8%,16.1,16.3%,10.9,-14.8%
Cc1ccc(NS(=O)(=O)c2ccc(C(=O)OCC(=O)N3CCCCC3)cc2)cc1,3.1%,1.0%,-6.9%,1.4%,?,-4.0,0.0%,38.7,-25.5%
Cc1cc(Cl)ccc1OCCn1cncn1,0.3%,-2.1%,4.6%,6.5%,0.9%,-7.3,11.7%,34.2,-1.0%
O=C(NNS(=O)(=O)c1ccccc1[N+](=O)[O-])c1ccccc1[N+](=O)[O-],15.5%,-1.3%,-2.2%,7.1%,-13.5%,-2.4,-4.9%,16.0,0.517µM*

# In the list so far, these have four or more nitrogen atoms.
SMILES,HT1080 IDH1KD tx,GLP1R cytotox,KB-3-1 cytotox,HT1080-NT tox,MCF10A rereplic,DRD3 agonist,KB-V1 cytotox,IL1B secr inh,SW480 rereplic
CCCCn1c(SCC(=O)OCC)nc2c1c(=O)[nH]c(=O)n2C,10.6%,17.3%,3.7%,-10.1%,3.5%,-4.3,-13.4%,8.1,-2.7%
O=C(NNS(=O)(=O)c1ccccc1[N+](=O)[O-])c1ccccc1[N+](=O)[O-],15.5%,-1.3%,-2.2%,7.1%,-13.5%,-2.4,-4.9%,16.0,0.517µM*

# Remaining list, next part:
SMILES,HT1080 IDH1KD tx,GLP1R cytotox,KB-3-1 cytotox,HT1080-NT tox,MCF10A rereplic,DRD3 agonist,KB-V1 cytotox,IL1B secr inh,SW480 rereplic
Cc1ccc(CN2CCc3c(OCc4ccc(F)cc4)cccc3C2=O)cc1,-18.3%,12.1%,?,-20.9%,10.5%,-2.8,5.8µM*,-62.2*,0.0%
NC(=O)c1ccc(NCCc2ccccc2)c([N+](=O)[O-])c1,3.8%,-10.5%,10.2%,8.1%,?,-2.9,0.0%,-0.3,?
C=CCSC1=C(C#N)C2(CCCCC2)C(C#N)C(=O)N1 (stereo not drawn),2.7%,8.3%,6.4%,2.8%,2.8%,0.3,4.9%,20.0,-0.4%
CCC(C)(C)n1nnnc1C(c1ccccc1F)N1CCN(C(=O)c2ccco2)CC1 (stereo not drawn),6.1%,10.2%,-2.7%,6.6%,-2.9%,2.7,?,4.8,0.5%
O=C1CCCN2N=C(SCC(=O)Nc3cccc(Cl)c3)SC2=N1,-9.9%,-8.2%,?,?,12.9%,-2.3,-26.0%,-13.8,4.6%
CCCN1CNc2c(c(=O)[nH]c(=S)n2CCc2ccccc2)C1,-1.6%,11.2%,-7.4%,7.0%,-14.0%,-8.4,?,17.0,-4.5%
CCOC(=O)c1nnn(-c2nonc2-c2ccccc2)c1C,12.6%,-0.1%,0.4%,6.8%,-0.1%,-6.8,0.4%,-4.9,0.8%
COCCCNC(=S)NNC(=O)c1csc(C)n1,0.5%,-12.5%,2.1%,-3.0%,1.7%,-5.4,-1.7%,17.8,-3.9%
CCn1c(-c2ccc(F)cc2)n[nH]c1=S,15.3%,?,?,12.8%,-1.2%,-5.9,-28.3%,0.0,1.1%
O=C1C=C(Nc2ccccc2)CC(c2ccccc2)C1 (stereo not drawn),?,-4.9%,12.6%,-22.0%,?,7.4,?,0.0,3.4%
CC(C)CC1(C(=O)NCc2ccccn2)C=CCN1C(=O)c1ccccc1 (stereo not drawn),5.3%,4.4%,0.0%,?,-14.1%,1.8,-15.2%,33.1,-57.8%[inhibitor]
CC(NC(=O)CCl)c1ccccc1Br (stereo not drawn),?,-29.7%,?,-16.3%,?,2.5,?,-96.3*,?
Cc1cccc(NC(=O)CN2C(=O)N/C(=C/c3ccc(-c4cccc(C(=O)O)c4C)o3)C2=O)c1,-0.9%,88.8%[activator],-1.6%,5.3%,4.8%,-3.0,10.3%,-6.7,-4.7%
COc1ccc(NC2CCCN(C(=O)COc3ccc(C)cc3)C2)cc1 (stereo not drawn),0.5%,-0.8%,-5.6%,2.0%,-5.6%,10.3,-10.4%,0.0,-5.6%
O=c1[nH][nH]c(=O)c2c1[nH]c(=S)n2Cc1ccccc1,17.2%,-14.7%,13.9%,2.0%,0.0%,-7.0,19.4%,8.3,-4.7%
Cc1ccc(OCc2nnc(SCC(=O)N3c4ccccc4Sc4ccc(Cl)cc43)o2)cc1,-2.0%,11.2%,-14.5%,8.4%,-1.8%,-5.1,8.2µM*,-10.8,-54.8%
CCOc1cccc(C(=O)Nc2nnc(-c3ccco3)s2)c1,22.5%,1.5%,2.8%,16.1%,12.9%,0.2,13.9%,0.8,14.4%
CNS(=O)(=O)c1ccc(N2CCCC2=O)c([N+](=O)[O-])c1,10.7%,1.7%,-3.1%,6.3%,-7.5%,0.0,17.2%,-3.9,0.9%
O=C(COC(=O)c1ccc2ncsc2c1)Nc1ccccc1Cl,4.8%,-11.4%,13.9%,13.4%,0.5%,2.1,3.0%,9.3,-0.1%
O=C(Nc1ccc(N=Nc2ccccc2)c(NC(=O)C2CCCO2)c1)C1CCCO1 (stereo not drawn),?,?,-18.6%,?,?,2.2,?,-83.2*,1.8%
CC(C)C[C@@H](CN1CCC[C@@H]1CN1C(=S)NC[C@@H]1Cc1ccc(O)cc1)N1C[C@H](Cc2ccccc2)N(CCc2ccccc2)C1=S,-19.3%,1.5%,?,-14.0%,.,-4.0,0.0%,-17.3,.
COc1ccc(OC)c(NS(=O)(=O)c2ccc(-c3cc(C)no3)s2)c1,.,?,4.61µM*,.,.,-6.7,?,.,.
CCN(CC)CCNC(=O)C(=O)NCC1OCCN1S(=O)(=O)c1cccs1 (stereo not drawn),11.0%,4.8%,4.8%,22.2%,-5.3%,-2.9,?,10.8,-4.8%
O=C(Nc1ccc(N2CCCCC2)c(Cl)c1)c1ccc(N2CCOCC2)c([N+](=O)[O-])c1,-14.1%,-18.2%,-8.5%,0.6%,13.9%,-5.7,?,-13.0,0.2%
Cc1cc(C)c2cc(C(=O)Nc3ccc(C)c(F)c3)[nH]c2c1,-11.8%,-21.0%,-35.7%,-5.3%,7.8%,-18.6,-28.0%,-2.7,?
NC(=O)c1ccccc1NC(=O)CCN1C(=O)c2ccccc2C1=O,18.5%,5.8%,-7.1%,8.1%,2.8%,-5.5,12.0%,-13.1,-6.3%
COc1ccc(S(=O)(=O)Nc2cc3c(cc2NCc2ccccc2)n(C)c(=O)n3C)cc1,.,-16.1%,-16.3%,.,.,3.1,2.1%,.,.
O=C(CSc1nc2ccccc2c(=O)n1NC(=O)Cc1ccccc1)NCc1ccco1,5.2%,-4.5%,-13.2%,8.2%,-0.6%,-6.4,18.4µM*,-0.4,-10.3%
C=CCN=C1N[C@@H](c2ccccc2)C(C(=O)OC)=C(C)N1CCOC,1.1%,21.4%,-1.4%,14.2%,19.1%,-11.3,0.0%,-7.5,-10.0%
COCCNC(=O)C(=O)NNS(=O)(=O)c1ccc2ccccc2c1,12.0%,4.8%,-1.8%,13.6%,6.3%,-11.8,-0.2%,13.9,-1.4%
COc1ccc(/C=C(/CC(=O)Nc2ccc(C)cc2)c2nc3ccccc3s2)cc1,-4.0%,3.9%,-5.7%,-12.2%,4.9%,11.6,7.4%,-4.0,0.6%
Cc1ccc(CNC(=O)CCC2CCCN(Cc3ccc4cccc(F)c4n3)C2)o1 (stereo not drawn),-1.0%,8.8%,3.9%,3.7%,-1.0%,-12.8,0.0%,-10.0,-0.8%
CC(Nc1ccc(-c2nc(-c3ccco3)no2)cc1[N+](=O)[O-])c1ccccc1 (stereo not drawn),.,16.0%,-23.5%,.,.,2.2,0.0%,.,.
CCCCC(CC)CNC(=O)Cn1c(=O)[nH]c2ccsc2c1=O (stereo not drawn),2.8%,23.4%,1.1%,6.5%,-0.2%,4.4,3.2%,-8.6,-3.8%
O=C(Nc1nccs1)c1ccc(-c2ccccc2Cl)o1,26.3%[9.24 µM],-4.5%,-1.8%,?,1.3%,-1.4,3.2%,-88.9*,1.1%
Cc1ccccc1-c1nnc(SCC(=O)Nc2ccc3c(c2)OCCO3)n1N,5.8%,-21.1%,0.4%,-0.6%,1.1%,-2.1,0.0%,2.4,0.3%
CCOC(=O)c1cnc2ccc(Br)cc2c1NCCO,5.8%,3.3%,0.8%,-10.7%,-7.1%,-20.0,9.4%,-5.7,0.7%
N#CC(C#N)c1ccnc2ccccc12,1.2%,2.1%,-18.2%,-2.7%,.,2.8,-1.8%,?,.
O=[N+]([O-])c1ccc(NNC(=S)Nc2ccccc2)cc1,?,?,?,20µM*,28.7%,-2.4,?,-18.4,-3.8%[9.22 µM]
CC(C)CC(NC(=O)C1CCC(C)CC1)C(=O)NCCN1CCOCC1 (stereo not drawn),2.9%,-13.3%,-3.0%,1.5%,7.2%,2.3,-17.7%,-1.8,-2.3%
